# TSHR antagonist – Antagonists of the Thyroid Stimulating Hormone Receptor: HTS campaign. TSHR-expressing cells, TSH-stimulated cAMP HTRF, 2 h; hits give low values. activity change, negative = inhibition, % at 11.5 µM. hit rate 0.2% among 330,000. AID 504810, 2011;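 active = activity change below a set negative limit, meaning inhibition stronger than a set level, cut at about -70% in these data; inconclusive = activity change between two set negative limits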; note: % is set by controls: 0 for no effect and ±100 for the full control effect
#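 Competitive HTRF cAMP read-out (cryptate anti-cAMP antibody, cAMP-d2; 30 min, room temperature) in freshly harvested TSHR cells. Compounds added before TSH at EC80 (4nM final), followed by 2 hours' incubation at 37 deg C.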
# MBNL1-CUG inh – qHTS Assay for Inhibitors of MBNL1-poly(CUG) RNA binding. Muscleblind-like protein 1 (Homo sapiens), Q9NR56. AID 2675, 2010. TR-FRET MBNL1-His/biotin-(CUG)12 binding, 665/545 ratio. Potency, µM (titrated, usually from 57.5 µM), inactives show top-dose activity change, negative = inhibition, most hits filed as inhibitors. hit rate 0.036% among 280,000; active = well fitted inhibition curve with a large enough effect in the signal ratio, with a control signal flat, not every such curve was filed as active; inconclusive = small, poorly fitted or top-dose-only effect, or effect the other way, or a change in a side signal; inactive = no such curve, though single readings can be large or run the other way; the % refers to the signal ratio; note: potency is the fitted concentration of half-maximal effect; % is set by controls: 0 for no effect and ±100 for the full control effect
#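 TR-FRET between His-tagged MBNL1 and biotin-(CUG)12 RNA, detected with Tb anti-His antibody (0.055 ng/ul) and streptavidin-XL665 (5 nM), 60 min at room temperature. Compounds titrated 92 nM to 58 uM; 665/545 nm ratio normalized to buffer and complex controls.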
# PKM2 activator – qHTS Assay for Activators of Human Muscle isoform 2 Pyruvate Kinase; purified PKM2, Kinase-Glo ATP luminescence, activation; response scale: 0% is enzyme alone, no compound; Potency, µM (titrated, usually from 57.5 µM), for inactives: top-dose activation, actives largely listed as activators; Pyruvate kinase PKM (Homo sapiens), P14618; hit rate 0.34% among 260,000; note: potency is the fitted concentration of half-maximal effect; % is set by controls: 0 for no effect and ±100 for the full control effect; nearly all actives have a fitted effect of over 55% in size
#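 Purified hPK-M2 (>95% pure) converted ADP (0.1 mM final) to ATP with 0.5 mM PEP in 50 mM imidazole pH7.2, KCl, MgCl2, Tween 20, BSA; 1 h at room temperature. ATP detected by Kinase-Glo luminescence.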
# KCNH2 WT inh – qHTS for Inhibitors of KCHN2 3.1: Wildtype qHTS | Voltage-gated inwardly rectifying potassium channel KCNH2 (Homo sapiens), Q12809 | U2OS, BacMam KCNH2, thallium flux FluxOr; hits give low values | activity change, % at 1.84 µM | hit rate 0.37% among 340,000;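 active = maximum activity change below -70%; inconclusive = maximum activity change between -70% and -50%; inactive = maximum activity change above -50%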; note: % is set by controls: 0 for no effect and ±100 for the full control effect
# Target sequence (Q12809 whole entry, looked up): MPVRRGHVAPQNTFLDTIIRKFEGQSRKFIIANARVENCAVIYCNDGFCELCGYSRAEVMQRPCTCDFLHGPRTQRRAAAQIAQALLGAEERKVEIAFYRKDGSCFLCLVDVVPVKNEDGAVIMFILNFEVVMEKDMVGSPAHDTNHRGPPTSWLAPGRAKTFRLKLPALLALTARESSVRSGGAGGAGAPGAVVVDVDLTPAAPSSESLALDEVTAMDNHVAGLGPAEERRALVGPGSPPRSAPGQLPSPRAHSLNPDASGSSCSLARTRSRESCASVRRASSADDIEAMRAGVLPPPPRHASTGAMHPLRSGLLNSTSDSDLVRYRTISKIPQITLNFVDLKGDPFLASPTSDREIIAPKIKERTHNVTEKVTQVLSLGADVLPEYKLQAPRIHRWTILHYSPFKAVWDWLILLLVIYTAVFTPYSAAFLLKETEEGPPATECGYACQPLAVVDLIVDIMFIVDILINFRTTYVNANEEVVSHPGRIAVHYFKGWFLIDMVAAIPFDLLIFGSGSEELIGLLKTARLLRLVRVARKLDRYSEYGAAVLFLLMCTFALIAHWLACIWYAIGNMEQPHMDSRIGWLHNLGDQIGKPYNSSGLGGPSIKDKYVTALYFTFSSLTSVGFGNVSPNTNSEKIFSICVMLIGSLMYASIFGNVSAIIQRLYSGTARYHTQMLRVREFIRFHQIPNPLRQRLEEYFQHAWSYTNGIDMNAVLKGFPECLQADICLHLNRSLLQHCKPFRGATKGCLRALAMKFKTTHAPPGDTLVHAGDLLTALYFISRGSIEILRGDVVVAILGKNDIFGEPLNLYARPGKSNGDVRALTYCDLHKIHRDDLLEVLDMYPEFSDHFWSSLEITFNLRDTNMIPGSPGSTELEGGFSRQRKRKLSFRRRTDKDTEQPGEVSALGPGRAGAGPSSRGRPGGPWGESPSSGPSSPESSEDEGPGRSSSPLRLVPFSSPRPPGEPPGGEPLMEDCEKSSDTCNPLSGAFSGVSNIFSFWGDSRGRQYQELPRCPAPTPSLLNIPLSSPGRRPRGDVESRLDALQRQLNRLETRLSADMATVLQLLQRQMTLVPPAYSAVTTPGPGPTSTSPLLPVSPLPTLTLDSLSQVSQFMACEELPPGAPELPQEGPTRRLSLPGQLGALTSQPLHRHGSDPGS
#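 U2OS cells were transduced with wild-type KCNH2 virus (2.03 x 10^8 / mL) for 4 h at room temperature, then cultured overnight at 37 C. Thallium flux was read with FluxOr dye. Rate constants were normalized to DMSO controls.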
# ASM inhibitor – Inhibitors of Secretory Acid Sphingomyelinase (S-ASM): qHTS; Sphingomyelin phosphodiesterase (Homo sapiens), P17405; placental ASM, HMU-PC fluorogenic substrate, 60 min; Potency, µM (series often up to 57.5 µM), inactives show at the highest dose activity change, negative = inhibition, actives largely listed as inhibitors; hit rate 0.006% among 340,000; AID 504937, 2011; note: potency is the fitted concentration of half-maximal effect
#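 Human placenta-derived ASM preincubated with compound 10 min at room temperature, then reacted with 9 uM (final) fluorogenic HMU-PC substrate for 60 min at 37 C. Stop solution raises pH to 10; fluorescence read at Ex 386/Em 447 nm.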
# Chronic BCR inh – qHTS Assay to Find Inhibitors of Chronic Active B-Cell Receptor Signaling. ABC-DLBCL IkBa-CBG/CBR reporter, luminescence ratio, 4 h. hit rate 0.05% among 340,000. Potency, µM (top dose mostly 46.1 µM), inactives show top-dose ratio change, negative = lower green/red ratio, most hits filed as inhibitors; active = well fitted inhibition curve with a large enough effect in the signal ratio, with a control signal flat, not every such curve was filed as active; inconclusive = small, poorly fitted or top-dose-only effect, or effect the other way, or a change in a side signal; the % refers to the signal ratio;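 note: potency is the fitted concentration of half-maximal effect; plate controls were basal doxycycline-induced cells for no effect and cells given 10 µM MG132 for full effect; MG132 reads +100%, hits lower the ratio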
#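 Doxycycline induced both beetle luciferases in TMD8 lymphoma cells; IKK-driven degradation limits the IkappaBalpha-fused green signal, while red luminescence normalises for cell number and nonspecific effects. Compounds tested up to 46 uM, 4 hrs.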
# Eya2 phos inh – qHTS Assay for Inhibitors of the Phosphatase Activity of Eya2 | hit rate 0.006% among 330,000 | Protein phosphatase EYA2 (Homo sapiens), O00167 | AID 488837, 2010 | Potency, µM (top dose mostly 76.9 µM), inactives show at the highest dose activity, negative = inhibition, usual class: inhibitors | recombinant Eya2, OMFP fluorescence dephosphorylation (OMFP is methylfluorescein phosphate); note: potency is the fitted concentration of half-maximal effect; % is set by controls: 0 for no effect and ±100 for the full control effect
#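 Eya2 (0.2 uM) preincubated 10 min at ambient with compound, then OMFP substrate added at 50 uM; 10 min reaction in 50 mM HEPES pH 7.5, 50 mM NaCl, 5 uM MgCl2, 0.05% BSA, 1 mM DTT. Fluorescence read at Ex 485/Em 525 nm.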
# Menin-MLL TR inh – qHTS Assay for Inhibitors Targeting the Menin-MLL Interaction in MLL Related Leukemias: Competition With Texas Red Labeled MLL-derived Mutant Peptide. Potency, µM (doses to about 61.6 µM), without a hit: at the top dose FP activity change, negative = inhibition, most hits filed as inhibitors. AID 1768, 2009. hit rate 0.23% among 270,000. Menin + Texas Red MLL mutant peptide, fluorescence polarization. O00255; active = well fitted inhibition curve with a large enough effect in the polarisation, with a control signal flat, not every such curve was filed as active; inconclusive = small, poorly fitted or top-dose-only effect, or effect the other way, or a change in a side signal; inactive = no such curve, though single readings can be large or run the other way; the % refers to the polarisation; note: potency is the fitted concentration of half-maximal effect; % of control where 0% means no effect; many of its hits are not listed in these tables
# GALK inhibitor – qHTS Assay for Inhibitors of Human Galactokinase (GALK); P51570; Purified GALK, Kinase-Glo residual ATP luminescence; Potency, µM (titrated, usually from 57.5 µM), for the others: top-dose activity change, negative = inhibition, hits mostly inhibitors; hit rate 0.007% among 270,000; note: potency is the fitted concentration of half-maximal effect; % is set by controls: 0 for no effect and ±100 for the full control effect
#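 Kinase-Glo Plus luminescence measured ATP left after a 1 h room-temperature reaction. The reaction used 5 nM GALK, 100 uM galactose and 35 uM ATP at pH 8.0 (20 mM HEPES, 5 mM MgCl2, 60 mM NaCl, 1 mM DTT, 0.01% BSA).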
# Mito fusion act – qHTS Assay for Small Molecule Inhibitors of Mitochondrial Division or Activators of Mitochondrial Fusion | S. cerevisiae fusion-defective mutant growth rescue, CellTiterGlo 48 h | Potency, µM (doses to about 46.1 µM), for inactives: top-dose growth rescue (activation), actives largely listed as activators | hit rate 0.23% among 320,000;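 note: potency is the fitted concentration of half-maximal effect; % of control where 0% means no effect; nearly all actives have a fitted effect of over 45% in size; temperature-sensitive fusion mutants such as fzo1-1 at 37 °C on non-fermentable ethanol glycerol medium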
#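 Luminescent cell viability in 1536-well qHTS format served as the measure of rescued growth in ts fusion-mutant S. cerevisiae cultured on non-fermentable YPEG for 48 hours at 37C.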
# USP2a block – qHTS Assay for Inhibitors of Ubiquitin-specific Protease USP2a Using CHOP2 as the Reporter; hit rate 0.01% among 330,000; Potency, µM (titrated, usually from 38.3 µM), for the others: at the top dose activity change, negative = inhibition, most hits filed as inhibitors; USP2 core, Ub-CHOP2 coupled fluorogenic reporter, 485/531;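 note: potency is the fitted concentration of half-maximal effect; plate controls were DMSO wells for no effect and full inhibition by NEM control for full effect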
#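 Cell-free coupled assay: 10nM USP2 core preincubated 30min RT with compound in Tris-HCl pH 8.0/CaCl2/CHAPS buffer, then 25nM Ub-CHOP2 and 25nM reporter substrate; fluorescence (Ex 485/Em 531) read after 60min RT, normalized to NEM inhibition, concentration-response curves fitted.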
# Active calls of the source: *; ? = inconclusive; · = no result given; [ ] = dose if it differs, or a comment. Unless noted, calls come from the whole dose curve; as a rule, active = well fitted curve in the direction sought with a large enough effect; inconclusive = small, poorly fitted or top-dose-only effect, or another doubt; inactive = no such curve, though single readings can be large; an effect the other way counts as inactive or inconclusive. Only part of the results is shown; rates above refer to the full screens.
SMILES,TSHR antagonist,MBNL1-CUG inh,PKM2 activator,KCNH2 WT inh,ASM inhibitor,Chronic BCR inh,Eya2 phos inh,Menin-MLL TR inh,GALK inhibitor,Mito fusion act,USP2a block
CCn1cc([N+](=O)[O-])c(C(=O)Nc2ccc(Br)cn2)n1,-6,?,2%,-2,5%,2%,-4%,-2%,-2%,6%,-1%
Cc1nc2ccc(NC(=O)c3cccnc3)cc2s1,-4,1%,-1%,-12,4%,5%,8%,-1%,-2%,-4%,9%
CCC(=O)c1ccc(OCC(=O)Nc2nc(C)cs2)cc1,-10,·,·,1,-2%,?,-14%,·,·,·,0%
O=C(NC(=S)NC1C2CC3CC(C2)CC1C3)C12CC3CC(CC(C3)C1)C2 (stereo unspecified),9,-4%,-14%,8,-3%,15%,-1%,2%,-1%,7%,2%
CC12CCC3C(CCC4N(CCO)CCC34C)C1CCC2O (stereo unspecified),1,-6%,·,2,3%,-1%,0%,-13%,·,-2%,-3%
O=C(Nn1cnc2ccccc2c1=O)c1ccc(Cl)c([N+](=O)[O-])c1,-12,?,·,-4,2%,?,?,15%,-2%,17%,4%
COc1ccc(-c2ccc(CCC(=O)O)n2C(C)C)cc1,-7,-6%,2%,0,287%[activator],3%,4%,3%,0%,4%,3%
COc1ccccc1OCCC(=O)OCC(=O)Nc1cccc(Br)c1,-3,-10%,2%,0,1%,-21%,-12%,2%,0%,4%,-12%
COc1ccc(C(=O)O)cc1S(=O)(=O)Nc1ccc2cn[nH]c2c1,-5,·,·,0,1%,-2%,-2%,·,·,·,0%
COc1ccccc1C(=O)NC(=O)COC(=O)c1nc(Cl)ccc1Cl,-6,·,·,2,0%,1%,18%,·,·,-5%,2%
COc1ccc(OC2OC3COC(c4ccco4)OC3C(O)C2NC(C)=O)cc1 (stereo unspecified),3,-3%,?,-1,8%,-3%,-2%,2%,0%,-4%,0%
CCOC(=O)c1[nH]c2ccc(F)cc2c1NC(=O)CN1CCc2cc(OC)c(OC)cc2C1,-3,14%,0%,·,·,?,2%,8%,-6%,3%,4%
Cc1cc(C)c(NC(=O)CS(=O)CC(=O)N2CCN(c3ccccc3)CC2)c(C)c1 (stereo unspecified),1,-12%,7%,-1,0%,-3%,23%,0%,0%,-2%,-1%
Cc1cc(=O)n2c3ccccc3n(CC(O)CN3CCCC3)c2c1C#N (stereo unspecified),1,-20%,12%,5,3%,?,-9%,?,6%,1%,-5%
CC(=O)Nc1ccc(NC(=O)N(c2ccccc2)c2ccccc2)cc1,12,-6%,·,-6,0%,-8%,-6%,·,5%,4%,1%
CCCN(CCC)Cc1c(C(=O)N/N=C/c2ccc(Br)cc2)nnn1-c1nonc1N,-24,-1%,-4%,12,-22%,12%,-12%,36%[activator],0%,-11%,0%
CNc1nc(Oc2ccc(=O)n(C)n2)nc(N2CCOCC2)n1,51,-10%,-11%,-7,0%,-2%,10%,23%,4%,7%,-3%
CCOC(=O)c1cc2c(=O)n3ccccc3nc2n(Cc2ccccc2Cl)c1=N,-1,6%,3%,·,·,-1%,-5%,7%,5%,2%,-1%
COc1ccc(N2CCN(C(=O)C3Cc4ccccc4CN3C(=O)c3ccccc3)CC2)cc1 (stereo unspecified),4,2%,-1%,-8,6%,-2%,14%,?,1%,-4%,8%
CN(C(=O)COC(=O)c1ccc2[nH]c3c(c2c1)CCCC3)C1CCS(=O)(=O)C1 (stereo unspecified),7,-4%,-4%,4,8%,-4%,-10%,1%,-1%,-3%,10%
Cc1ccc2cc(C#N)c(N3CCN(C(=O)c4cccs4)CC3)nc2c1,38,5%,1%,15,61%[activator],5%,0%,-17%,-6%,1%,0%
CC(CCN1CCC(n2nccc2NC(=O)c2ccccc2Cl)CC1)c1ccccc1 (stereo unspecified),-42,-9%,0%,?,4%,?,-12%,·,-6%,-3%,2%
COC(=O)c1ccc(CSc2ccccc2C)o1,-23,-7%,6%,9,-2%,?,8%,19%,-2%,5%,5%
CC(C)(O)[C@@H]1Cc2c(ccc3ccc(=O)oc23)O1,2,24%,2%,-14,48%[activator],1%,3%,3%,·,-3%,0%
CNCC(O)COc1ccccc1 (stereo unspecified),-3,-1%,-3%,-1,3%,4%,9%,-1%,-3%,1%,4%

# Full records, looked up by structure:
# CCC(=O)c1ccc(OCC(=O)Nc2nc(C)cs2)cc1 is listed as TSHR antagonist = -10; MBNL1-CUG inh = ·; PKM2 activator = ·; KCNH2 WT inh = 1; ASM inhibitor = -2%; Chronic BCR inh = ?; Eya2 phos inh = -14%; Menin-MLL TR inh = ·; GALK inhibitor = ·; Mito fusion act = ·; USP2a block = 0%
# O=C(NC(=S)NC1C2CC3CC(C2)CC1C3)C12CC3CC(CC(C3)C1)C2 (stereo unspecified) is listed as TSHR antagonist = 9; MBNL1-CUG inh = -4%; PKM2 activator = -14%; KCNH2 WT inh = 8; ASM inhibitor = -3%; Chronic BCR inh = 15%; Eya2 phos inh = -1%; Menin-MLL TR inh = 2%; GALK inhibitor = -1%; Mito fusion act = 7%; USP2a block = 2%

# Other structures.
SMILES,TSHR antagonist,MBNL1-CUG inh,PKM2 activator,KCNH2 WT inh,ASM inhibitor,Chronic BCR inh,Eya2 phos inh,Menin-MLL TR inh,GALK inhibitor,Mito fusion act,USP2a block
CCc1noc(C)c1C(=O)NCCc1ccc(S(N)(=O)=O)cc1,24,·,·,1,-5%,-1%,2%,·,·,-8%,1%
COC(CC(=O)NNC(=S)Nc1ccccc1)OC,-8,·,2%,-8,4%,-1%,-19%,6%,0%,-3%,2%
COc1ccccc1CC(NC(C)=O)C(=O)NC1CCN(C(=O)Nc2ccc(F)cc2)CC1 (stereo unspecified),-5,0%,·,0,-1%,4%,3%,·,0%,-3%,3%
Cc1cc(C(=O)Cn2nnc(-c3ccc(Cl)cc3)n2)c(C)n1-c1ccccc1,-28,-13%,0%,7,-6%,0%,-2%,-11%,-3%,7%,3%
Cc1c(NC(=O)C(C)OC(=O)CCC2CCCC2)c(=O)n(-c2ccccc2)n1C (stereo unspecified),1,10%,-8%,28,5%,4%,?,-16%,-2%,-2%,2%
O=C(COC(=O)C1=NN(c2ccccc2)C(=O)CC1)Nc1ccc([N+](=O)[O-])cc1C(F)(F)F,-19,·,·,-7,1%,-1%,-7%,·,·,2%,1%
CCOc1cc(C(=O)N2CCCN(C)CC2)cc(OCC)c1OCC,9,-4%,1%,-1,0%,0%,8%,-4%,4%,3%,-1%
CO/N=C/NC(=O)C1=NOC(CNc2ncc(C(F)(F)F)cc2Cl)C1 (stereo unspecified),·,8%,-2%,-9,-14%,·,·,11%,-2%,-25%,·
Cc1ccc(F)c(C2=CC(=O)C[C@H](c3ccc(F)cc3)C2)c1,-19,·,·,-7,-9%,6%,-4%,·,·,?,2%
Cc1c(C(=O)C(=O)NCCc2ccc(S(N)(=O)=O)cc2)c2ccccc2n1C,26,0%,3%,-7,6%,-2%,4%,8%,-3%,-1%,0%
O=C(Nc1cccc(F)c1)[C@@H]1CCCN1,-11,1%,3%,-3,2%,2%,-4%,0%,1%,-2%,-1%
